Screening data: PubChem BioAssay, The Scripps Research Institute Molecular Screening Center
TCR CD3 inh: human TCR-CD3 binding inhibition; AID 651800; TAMRA-labeled TCR probe fluorescence, biochemical; inhibition, % at 9.4 µM; actives 0.37% (n = 360,000); in the data active = inhibition above about 19%;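 also: recombinant mutant TCR 2C K166C tagged with TAMRA read by polarization; 0% = receptor in buffer alone and 100% = receptor with positive control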
UHRF1 binding: UHRF1 methyl-DNA binding inhibition | actives 0.75% (n = 370,000) | UHRF1 binding to methylated oligo, TR-FRET | Q96T88 | inhibition, % at 4.4 µM; in the data active = inhibition above about 21%;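 also: UHRF1 SRA domain binding a hemimethylated CpG hairpin DNA probe; 0% = median of test compound wells and 100% = reference inhibitor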
PG9 Ab binder: PG9 antibody binding by small molecule | TR-FRET gp120-PG9 antibody binding | inhibition, % at 6.7 µM | actives 0.43% (n = 360,000); in the data active = inhibition above about 8.5%
mABHD4 FP: inhibitors of mouse ABHD4 | purified mABHD4, FP-Rh probe fluorescence polarization | inhibition, % at 8.92 µM | AID 720543 | actives 0.54% (n = 370,000) | Q8VD66;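 active = inhibition exceeding the mean over every tested compound plus 3 SD, cut at about 30% in these data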;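 also: 0% = plate median of compound wells and 100% = S159A mutant with DMSO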
Target sequence (Q8VD66 whole entry, looked up): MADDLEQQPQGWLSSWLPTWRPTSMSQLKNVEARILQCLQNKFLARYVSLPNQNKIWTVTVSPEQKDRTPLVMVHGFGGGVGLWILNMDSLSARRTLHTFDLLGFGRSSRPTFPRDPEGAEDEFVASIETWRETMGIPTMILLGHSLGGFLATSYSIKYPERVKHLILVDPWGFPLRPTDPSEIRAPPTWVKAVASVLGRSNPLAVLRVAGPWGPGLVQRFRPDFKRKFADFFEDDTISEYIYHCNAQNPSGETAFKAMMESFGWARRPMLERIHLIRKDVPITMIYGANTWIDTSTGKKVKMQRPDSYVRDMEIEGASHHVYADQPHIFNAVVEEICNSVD
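Test system: mABHD4 protein; Read-out basis: % inhibition; Incubation: 45 min + 60 min at 25 °C; Repeats: single replicate; Technique: fluorescence polarization with parallel and perpendicular emission, 525/598 nm; Compound: 8.92 µM, single dose; Benchmarks: full inhibition S159A mutant plus DMSO, zero as sample-well median.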
DDE Tn7 FP inh: inhibitors of Tn7 peptide binding to human fibrin DD(E). P02675. FP displacement of FITC-Tn7 peptide from fibrin DD(E); 0% = median of compound wells per plate. inhibition, % at 8.3 µM. actives 0.13% (n = 370,000);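 active = inhibition above the mean of compounds falling within the control limits plus 3 SD of them, cut at about 14% in these data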;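 also: 0% = plate median of compound wells and 100% = 10 µM Aha-Tn7 peptide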
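Assay system: Fibrin-DD(E) protein isolated from polymerized human fibrin clots; read-out basis: percent inhibition; medium: Tris/NaCl/CaCl2 buffer, pH 7.8; signal: FP measurement; incubation: 10 min plus 3 h, room temperature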
LEDGF integ inh: blocks HIV-1 LEDGF/p75-dependent DNA integration. TR-FRET IN-LEDGF/p75 DNA integration, Eu/Cy5. inhibition, % at 3.7 µM. actives 0.64% (n = 370,000);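 active = inhibition above the screen-wide mean plus 3 SD, cut at about 13% in these data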;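 also: signal is the Cy5 over europium emission ratio at 671 and 618 nm; 0% = plate median of compound wells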
PRMT1 FP inh: blocks human protein arginine methyltransferase 1. inhibition, % at 2.79 µM. recombinant PRMT1, activity-based probe fluorescence polarization. Q99873. AID 652257. actives 1.3% (n = 370,000);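 active = inhibition above about 21% made by adding two undisclosed values, limit read from the data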
SIAE inh: human SIAE inhibition, primary screen; SIAE FP-Rh probe binding, fluorescence polarization; inhibition, % at 9.66 µM; actives 0.69% (n = 370,000); Q9HAT2;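 active = inhibition above a cutoff: mean of compounds within the control limits plus 3 SD of those, cut at about 17% in these data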;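 also: 0% = plate median of compound wells and 100% = probe without SIAE protein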
Target sequence (Q9HAT2 whole entry, looked up): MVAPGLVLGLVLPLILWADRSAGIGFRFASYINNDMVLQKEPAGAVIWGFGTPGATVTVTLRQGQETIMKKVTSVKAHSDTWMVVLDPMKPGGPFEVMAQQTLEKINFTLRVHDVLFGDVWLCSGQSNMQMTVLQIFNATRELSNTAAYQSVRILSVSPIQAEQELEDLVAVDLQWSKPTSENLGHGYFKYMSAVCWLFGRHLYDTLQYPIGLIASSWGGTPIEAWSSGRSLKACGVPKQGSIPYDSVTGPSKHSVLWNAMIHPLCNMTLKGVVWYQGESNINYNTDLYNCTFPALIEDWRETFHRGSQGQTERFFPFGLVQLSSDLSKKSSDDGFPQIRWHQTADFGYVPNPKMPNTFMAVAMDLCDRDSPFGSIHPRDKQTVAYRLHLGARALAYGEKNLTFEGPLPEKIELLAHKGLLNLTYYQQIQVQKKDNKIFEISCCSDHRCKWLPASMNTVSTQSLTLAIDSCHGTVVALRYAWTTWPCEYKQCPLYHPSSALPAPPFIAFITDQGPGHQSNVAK
HTRA1 inh: inhibitors of human serine peptidase HTRA1; AID 504803; Q92743; inhibition, % at 5.96 µM; actives 0.5% (n = 340,000); recombinant HTRA1, FP-rhodamine activity-based probe, fluorescence polarization; in the data active = inhibition above about 36%;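 also: 0% = enzyme with DMSO and 100% = wells lacking enzyme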
TDP2 inh: TDP2 (human) inhibition, absorbance primary screen | O95551 | recombinant TDP2, T5PNP hydrolysis, p-nitrophenol absorbance 415 nm | inhibition, % at 12.8 µM | actives 0.34% (n = 370,000);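 active = inhibition above the mean of all tested compounds plus 3 SD, set per campaign, cut at about 25% in these data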;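 also: 0% = DMSO with enzyme and 100% = buffer with substrate but no TDP2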
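System – recombinant human TDP2 · Amount – 120 nM TDP2 per well · Buffer or medium – Mg2+-containing Tris-HCl buffer, pH 7.5 · Reagent – T5PNP substrate, 5 mM · Dosing – 12.8 µM single point, 1% DMSO · Incubation – 2 h at 37 °C · Measured by – epi absorbance · Read-out basis – percent inhibition · Benchmarks – high control without enzyme, low control DMSO plus TDP2 · Repeats – singlicate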
Starred values were filed as active, the others as inactive; . = no result given.

Each structure is followed by: TCR CD3 inh, UHRF1 binding, PG9 Ab binder, mABHD4 FP, DDE Tn7 FP inh, LEDGF integ inh, PRMT1 FP inh, SIAE inh, HTRA1 inh, TDP2 inh
- COc1cc(C2C(C#N)=C(SC)NC3=C2C(=O)CCC3)ccc1O (stereo not given)
 : 4, -3, 1.2, 3, 7, 0, 0, -3, -1, 10
- COc1ccc(-c2cc(-c3nnc(COC(=O)C4CC4)o3)c3ccccc3n2)cc1OC
 : -5, 1, 0.5, -18, 0, -1, -2, -9, -21, 7
- NC1=NC(c2cn[nH]c2-c2ccc(F)cc2)n2c(nc3ccccc32)N1 (stereo not given)
 : 4, 0, 1.8, -2, -4, 1, -1, -1, ., 11
- CCNc1nc(Cl)nc(NNC(=O)C(C)Oc2ccccc2)n1 (stereo not given)
 : -3, 4, -0.6, 3, 2, -1, -1, 1, -2, -3
- COc1ccc(CCNC(=O)c2ccn[nH]2)cc1OC
 : 5, -1, 0.0, 1, -1, 0, 0, 1, -3, 10
- N#Cc1cc(S(=O)(=O)c2ccc(Cl)cc2)c(N)[nH]c1=O
 : 3, 0, 0.4, 0, 6, -1, -5, 8, -8, 9
- COc1ccc(-c2cc(C(=O)Nc3ccc(Cl)cc3Cl)c3ccccc3n2)cc1OC
 : -1, -3, -1.9, 5, 4, -3, -1, 7, 0, 5
- COc1cccc(NC(=O)COC(=O)CCSc2ccccc2)c1
 : -8, 1, 2.4, 1, 6, -2, -1, 4, 4, -3
- COc1cc(CN2CCC(N3CCC(C(=O)N4CCCC4)CC3)CC2)cc2c1OCO2
 : -2, 2, -0.9, 0, -5, 4, -9, 3, 1, -13
- CCCCCNCC(=O)Nc1cccc(C(=O)Nc2cccc(C(F)(F)F)c2)c1
 : 3, 1, 0.0, -8, 2, -5, -1, -2, -31, 8
- CN1CCN(C(=O)CCc2nc3ccccc3c(=O)[nH]2)CC1
 : -10, 2, -0.6, -6, 2, 2, 3, 1, 3, -1
- CC(C)OCCCn1c(-c2ccc(Br)cc2)c[nH]c1=S
 : -5, 0, 2.6, 5, 2, 0, 19, 8, 5, -1
- O=[N+]([O-])c1ccccc1-c1cc(-c2ccccc2O)n[nH]1
 : -2, 9, 0.9, -13, 2, -3, 4, -10, -15, -4
- C[C@H](CO)N1C[C@H](C)[C@@H](CN(C)Cc2ccc(Cl)c(Cl)c2)OCCCC[C@H](C)Oc2ccc(NC(=O)CCC(F)(F)F)cc2C1=O
 : 6, -2, -1.0, 1, -1, -1, 0, -1, -13, -13
- OC[C@@H]1[C@@H](c2ccc(Cl)cc2)C(c2ccc(F)cc2)=NN1c1ccccc1
 : -14, 1, 2.6, -10, 5, -4, 3, 1, 20, -10
- COC(C[C@@H]1O[C@@H]1C(=O)[C@H](C)OCc1ccccc1)OC
 : 1, 0, 0.1, -3, 2, 2, -3, 5, 1, -1
- CSCCC(NC(=O)c1ccccc1Br)C(=O)N1CCN(C/C=C/c2ccccc2)CC1 (stereo not given)
 : -1, -2, -2.1, 0, 4, -1, -2, 0, -6, -12
- COc1cc(OC)cc(C(=O)N[C@H](C(=O)OCC(=O)NC(=O)NC(C)(C)C)C(C)C)c1
 : -1, 0, 1.5, 6, -3, 1, -2, 3, 28, -16
- O=C(CSc1nc2ccccc2nc1N1CCCCC1)Nc1ccc(F)cc1
 : -4, 5, -1.5, 2, 3, 2, 5, -3, -8, -10
- O=C(NNc1c(Cl)cccc1Cl)c1ccno1
 : -4, -1, 1.4, 2, 6, -1, 5, -2, 2, 5
- COc1ccc(CCN(C)C(=O)C2CCN(C(=O)Nc3ccccc3)CC2)cc1OC
 : -2, 2, -0.2, 7, -7, -1, -2, 3, -1, 5
- O=C(CN1CCNCC1)NCCSc1ccc(Cl)cc1
 : -5, -5, -0.4, 2, 3, 3, 0, 6, 6, 3
- Cc1cc(C)c2sc(N(CCN(C)C)C(=O)c3cc(Cl)sc3Cl)nc2c1
 : -6, -5, 0.7, 1, 7, 4, 5, -1, 5, 7
- C/C=C/C1=CC(=O)C[C@H](c2ccc3c(c2)OCO3)C1
 : -8, 1, -1.6, -2, 5, 2, -1, 9, 3, 1
- COC(=O)N1CCCCC1c1cc(C(=O)Nc2ccccc2Cl)no1 (stereo not given)
 : 0, 0, 0.8, -5, 4, -2, -2, -27, ., -1
- CCN(CC)C(=O)c1ccc(C(CCOC(=O)Oc2ccccc2)c2ccc(OC)cc2)cc1 (stereo not given)
 : ., 0, ., 1, 3, -1, 3, 0, ., 3
- Cc1cccc(C(=O)NC(=S)Nc2c(C)n(C)n(-c3ccccc3)c2=O)c1
 : -1, 2, 0.0, 8, 3, -1, 0, 2, -20, 9
- COc1ccc(COC(=O)CCS(=O)(=O)c2ccc(C)cc2)cc1
 : 3, 3, -1.1, 2, -2, 5, 4, -6, 0, 2
- O=C(Nc1nc2ccccc2[nH]1)c1ccc(S(=O)(=O)N2CCOCC2)cc1
 : 5, -3, 1.1, 1, -8, 2, -4, -1, 2, 7
- c1ccc(Nc2nc(N3CCOCC3)nc(N3CCOCC3)n2)cc1
 : 6, 1, -1.4, 5, 0, 0, 1, -2, -4, 3

3 entries drawn at random from the list so far, as already listed:
Each structure is followed by: TCR CD3 inh, UHRF1 binding, PG9 Ab binder, mABHD4 FP, DDE Tn7 FP inh, LEDGF integ inh, PRMT1 FP inh, SIAE inh, HTRA1 inh, TDP2 inh
- CCN(CC)C(=O)c1ccc(C(CCOC(=O)Oc2ccccc2)c2ccc(OC)cc2)cc1 (stereo not given)
 : ., 0, ., 1, 3, -1, 3, 0, ., 3
- Cc1cccc(C(=O)NC(=S)Nc2c(C)n(C)n(-c3ccccc3)c2=O)c1
 : -1, 2, 0.0, 8, 3, -1, 0, 2, -20, 9
- COc1ccc(CCN(C)C(=O)C2CCN(C(=O)Nc3ccccc3)CC2)cc1OC
 : -2, 2, -0.2, 7, -7, -1, -2, 3, -1, 5

Next section.
Each structure is followed by: TCR CD3 inh, UHRF1 binding, PG9 Ab binder, mABHD4 FP, DDE Tn7 FP inh, LEDGF integ inh, PRMT1 FP inh, SIAE inh, HTRA1 inh, TDP2 inh
- COc1cc(C)nc(Oc2ccc(=O)n(C)n2)n1
 : -3, -1, 0.4, -4, 0, -2, -2, 0, 4, 12
- COc1ccc(NC(=S)N(Cc2ccc(N(C)C)cc2)Cc2ccco2)cc1
 : 1, -1, -1.2, 10, -1, -2, 3, 10, -4, -6
- COc1ccc(CNC(=O)CCCn2ncn3c(cc4occc43)c2=O)cc1
 : 10, 3, -1.0, 3, -2, -4, 1, 0, 3, -6
- COc1ccc(CN2C(=O)CCC2(C)c2nnnn2-c2ccc3c(c2)OCCO3)cc1 (stereo not given)
 : -6, 0, -0.1, 2, -6, -1, 3, -5, ., 11
- O=C(Nc1ccc(N2CCN(C(=O)c3ccccc3)CC2)cc1)c1ccc2c(c1)OCO2
 : 3, 0, -1.6, 2, -8, 1, -1, -1, -1, -2
- CC(=O)NS(=O)(=O)c1ccc(NC(=O)/C=C/c2ccc(C)o2)cc1
 : 0, 11, 0.6, 0, 4, 8, 27*, 8, -2, 10
- O=C(Cc1ccccc1F)Nc1ccc2c(c1)CCC2
 : -2, 1, -0.9, 1, -6, 1, 1, 1, -1, -12
- O=C(COc1cccc(Cl)c1)Nc1ccc2c(c1)CCC2
 : 7, -6, -1.1, -13, 0, 5, -5, -1, -27, -8
- COc1ccc(NC(=O)CN2CCc3ccccc3C2)cc1OC
 : 0, -2, -0.5, -3, 1, 4, -1, 7, 2, 1
- Cc1cc(C)c(C)c(OCCCOc2cccc3cccnc23)c1
 : 1, -1, 0.2, -7, 1, 0, 0, -4, -38, -2
- Cc1nc(NC(=O)C(C)Oc2cccc(Cl)c2)sc1C(=O)N(C)C (stereo not given)
 : 1, -1, -1.6, -9, -4, 1, -1, 1, 1, 5
- CCOC(=O)C1=C(C)N(C)C(=S)NC1c1ccc(Cl)cc1 (stereo not given)
 : -2, -1, 0.5, -2, -1, 1, -1, -5, -7, 8
- O=C(CCCSc1nc2ccccc2[nH]1)Nc1nnc(-c2ccccc2)o1
 : 5, 1, -0.1, -2, -2, 2, -3, 3, 6, 2
- C/C(=N\N=C\c1ccc(N(C)C)cc1)c1cccc([N+](=O)[O-])c1
 : -2, -4, -0.3, 2, 3, -2, 9, 6, 3, 4
- COc1ccc(C(=O)Nc2cc(-c3ccc(C)cc3)no2)cc1
 : -1, -1, 14*, 1, -4, -2, -3, -4, 10, 17
- CC(C)c1cccc(C(C)C)c1NC(=O)c1ccccc1
 : -4, 4, -1.5, -6, -4, -4, 8, -5, -4, 0
- Cc1ccc2oc(=O)n(CCC(=O)Nc3ccc(N4CCOCC4)cc3)c2c1
 : 7, 1, -2.8, 1, -4, -1, 5, 2, 8, 0
- CCCCc1[nH]nc2c1C1(C(=O)N(CC)c3ccccc31)C(C#N)=C(N)O2 (stereo not given)
 : -12, 1, -0.9, 4, 0, 5, -1, -1, 1, 5
- O=C(O)C1CC1(c1ccccc1)c1ccccc1 (stereo not given)
 : 0, -1, -1.5, 1, 2, -4, -1, -3, 11, 9
- O=[N+]([O-])c1cc2ncccc2c2ncccc12
 : 0, -13, -0.4, 0, 0, -4, 2, -2, 7, -3
- COc1ccc(-n2nc(C(=O)NCC(=O)N3CCN(Cc4ccccc4)CC3)c3ccccc3c2=O)c(OC)c1
 : 3, -1, -2.7, -9, -3, 3, -2, -4, -8, 0
- Nn1c(SCC(=O)Nc2nccs2)nnc1-c1ccccn1
 : -2, -1, -0.4, 3, 7, 2, -3, 2, 2, -2
- CCNCc1cc(Cl)cc(OC)c1OC(C)C
 : 1, -3, -1.7, 5, -9, -2, -2, 0, 7, -5
- O=C(NCCCN1CCOCC1)C1CC(=O)N(c2ccccc2)C1 (stereo not given)
 : -3, 0, 1.0, 2, 1, 0, 0, 12, 1, 7
- Cc1ccc(S(=O)(=O)N(C)CCCC(=O)Nc2cccc3ccccc23)cc1
 : -3, 1, -1.5, 0, -4, 1, -4, 1, 3, -7
